Bioassay records deposited in PubChem BioAssay by several laboratories.
EBV gp42 block = Epstein-Barr virus gp42 inhibitors, primary screen, biochemical, uHTS, fluorescence polarization | 220,000 tested, 0.42% active | Glycoprotein 42 (Epstein-Barr virus (strain AG876)), Q1HVG2 | inhibition, % (tested at 21.74 µM) | Fluorescence polarization binding assay, mP read-out; in the data active = inhibition above about 50%
Target sequence (Q1HVG2 whole entry, looked up): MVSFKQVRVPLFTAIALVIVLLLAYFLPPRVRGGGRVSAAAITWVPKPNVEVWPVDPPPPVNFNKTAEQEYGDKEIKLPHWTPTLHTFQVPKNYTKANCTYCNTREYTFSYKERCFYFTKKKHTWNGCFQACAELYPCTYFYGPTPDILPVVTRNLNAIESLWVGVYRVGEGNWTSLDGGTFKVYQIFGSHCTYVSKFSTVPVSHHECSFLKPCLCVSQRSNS
CHOP inh = inhibitors of CHOP promoter induction, primary screen, cell-based, unfolded protein response, luciferase reporter | CHO-K1 CHOP-promoter luciferase, tunicamycin-induced, 15-18 h | inhibition, % at 10 µM | 220,000 tested, 3.8% active | AID 2732, 2010;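 active = compounds that reduced the stress-induced luciferase reporter signal by more than about 70% of percent inhibition, limit read from the data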;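 also: 0% = tunicamycin plus vehicle and 100% = wells without tunicamycin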
TRPML3 agonist = human TRPML3 channel agonists, primary screen, cell-based, HEK293 TRPML3-YFP, Fluo-8 calcium fluorescence, 3 µM. Mucolipin-3 (Homo sapiens), Q8TDD5. 100% = the carbachol control signal. activation, % at 3 µM. 220,000 tested, 0.29% active;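 active = activation above its plate's cutoff, the mean activation of the plate's test wells plus 3 SD, cut at about 12% in these data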;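 also: 0% = DMSO only wells and 100% = carbachol wells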
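system = HEK293 cells stably carrying human TRPML3-YFP | doses = one concentration, 3 µM nominal, 0.3% DMSO | timing = dye loading 1 h 37 °C then 30 min ambient, 125 s read | detection = Fluo-8 calcium dye fluorescence, ex 470-495, em 515-575 nm | benchmarks = high control carbachol 87 µM, low control DMSO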
TRPN1 ag = zebrafish TRPN1 channel agonists, primary screen, cell-based, HEK293, calcium fluorescence. 220,000 tested, 0.18% active. HEK293 zebrafish TRPN1-YFP, Fluo-8 calcium fluorescence; 100% = response to 87 µM carbachol. activation, % at 3 µM;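 active = activation above its plate's cutoff, the mean activation of test wells on that plate plus 3 SD, cut at about 19% in these data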;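 also: 0% = DMSO alone and 100% = 87 µM carbachol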
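Material: zebrafish TRPN1-YFP in HEK293 cells. Doses: one dose of 3 µM, 0.3% DMSO. Incubation: dye 1 h 37 °C plus 30 min RT. Measured by: intracellular calcium fluorescence with Fluo-8.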
Runt-SMMHC FRET = inhibitors of RUNX1 Runt–CBFb-SMMHC binding, primary screen, biochemical, FRET, Cerulean-Runt, Venus-CBFb-SMMHC, uHTS; Cerulean-Runt/Venus-CBFb-SMMHC FRET ratio 530/480, 1 h; inhibition, % at 20 µM; 220,000 tested, 0.74% active; AID 1434, 2008;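 active = mean inhibition across duplicate retests at 20 µM reaching about 50%, limit read from the data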;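 also: 0% = DMSO wells and 100% = wells with excess untagged CBFb-SMMHC; inhibitors lower the FRET ratio by blocking Runt binding to CBFb-SMMHC; some results filed as inactive read as strong as hits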
TNF death inh = inhibitors of TNF-alpha triggered necroptosis, primary screen, cell-based, Jurkat FADD-/-, single concentration | activation (protection from cell death), % at 10 µM | Jurkat FADD-/- TNF necroptosis rescue, ATP luminescence, 24 h; 0 = TNF only, 100 = no-TNF cells | 220,000 tested, 0.068% active | AID 463075, 2010;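 active = activation, meaning protection from cell death, of at least 50% relative to plate controls; inactive = activation below 50%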;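 also: necroptosis triggered by 40 ng/mL TNF-alpha added together with compound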
Mdm2 ligase inh = MDM2-luciferase reporter signal enhancers, primary screen, MDM2 E3 ligase inhibitor project, cell-based, luminescence, 1536-well. 210,000 tested, 0.11% active. E3 ubiquitin-protein ligase Mdm2 (Homo sapiens), Q00987. AID 1230, 2008. cell-based MDM2 ubiquitination luciferase reporter, 2 h; 0 = plate control, 100 = twice control, blank-subtracted. signal enhancement, % at 5 µM;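 active = signal enhancement of 30% or more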;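 also: luminescence tracks abundance of the self-degrading MDM2-luciferase fusion protein; higher signal means inhibition of MDM2 E3 ligase activity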
Target sequence (Q00987 whole entry, looked up, the tested form may be a part): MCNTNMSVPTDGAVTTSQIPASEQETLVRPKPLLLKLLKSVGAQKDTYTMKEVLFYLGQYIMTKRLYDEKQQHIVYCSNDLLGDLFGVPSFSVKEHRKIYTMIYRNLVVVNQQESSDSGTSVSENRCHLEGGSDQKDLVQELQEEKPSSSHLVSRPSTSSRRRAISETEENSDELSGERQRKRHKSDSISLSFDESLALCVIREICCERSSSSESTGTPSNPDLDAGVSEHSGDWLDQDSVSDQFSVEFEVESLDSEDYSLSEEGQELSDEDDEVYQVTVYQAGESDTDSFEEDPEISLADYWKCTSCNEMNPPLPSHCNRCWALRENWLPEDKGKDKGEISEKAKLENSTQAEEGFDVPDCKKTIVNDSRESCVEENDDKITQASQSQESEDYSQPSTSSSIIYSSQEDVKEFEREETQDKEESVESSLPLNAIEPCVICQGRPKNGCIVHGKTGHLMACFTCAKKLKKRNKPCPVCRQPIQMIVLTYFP
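system = mammalian cells stably expressing self-ubiquitinating, self-degrading MDM2 E3–luciferase fusion | quantity = 2000 cells per well seeded | incubation = 4 h cell settling then 2 h compound exposure, 37 °C | signal = SteadyLite luminescence, 15 min reagent step | benchmarks = plate control and blank wells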
NCF1 inh = p47phox/p22phox peptide binding inhibitors, primary screen, biochemical, uHTS, NADPH oxidase regulatory subunit; Neutrophil cytosol factor 1 (Homo sapiens), P14598; inhibition, % at 24.7 µM; AID 1274, 2008; fluorescence polarization, 2 h; 220,000 tested, 0.53% active;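 active = inhibition above about 30%, limit read from the data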;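 also: 0% = p47phox with labelled peptide and 100% = labelled peptide alone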
Target sequence (P14598 whole entry, looked up): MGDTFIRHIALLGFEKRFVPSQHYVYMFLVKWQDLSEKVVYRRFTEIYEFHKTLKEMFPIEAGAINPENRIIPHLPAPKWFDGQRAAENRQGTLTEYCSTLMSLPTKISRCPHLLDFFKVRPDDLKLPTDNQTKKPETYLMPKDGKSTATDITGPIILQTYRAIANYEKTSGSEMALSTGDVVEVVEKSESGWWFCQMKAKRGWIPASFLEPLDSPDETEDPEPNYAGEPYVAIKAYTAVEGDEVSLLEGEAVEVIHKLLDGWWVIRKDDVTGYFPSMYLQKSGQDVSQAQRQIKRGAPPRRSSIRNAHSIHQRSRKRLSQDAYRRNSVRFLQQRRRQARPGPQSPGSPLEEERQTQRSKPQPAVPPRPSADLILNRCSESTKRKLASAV
PPC-1+TRAIL kill = compounds killing PPC-1 cancer cells with TRAIL present, primary screen, TRAIL potentiator project, ATPLite luminescence, uHTS. PPC-1 cells + TRAIL, ATPLite viability luminescence. 220,000 tested, 0.41% active. cell killing (% activity), % at 4 µM. AID 1443, 2008;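 active = cell killing above 50% in the first pass at 4 µM, then a duplicate retest at 5 µM averaging 50% or more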;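 also: plate controls were cells with TRAIL plus DMSO for no effect and medium-only wells lacking cells for full effect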
An asterisk follows results filed as active; / = not tested or not shown.

entry	smiles	EBV gp42 block	CHOP inh	TRPML3 agonist	TRPN1 ag	Runt-SMMHC FRET
1	CCN(C(=O)Cn1cc(C(F)(F)F)ccc1=O)c1c(N)n(Cc2ccccc2)c(=O)[nH]c1=O	3	20	0.8	1.9	-6
2	COC(=O)CCC(=O)OC1(C)C(=O)C2=COC(c3ccc(OC)cc3)=CC2=C(Br)C1=O (centres undefined)	2	15	/	/	-20
3	CCc1cccc2c(C(=O)COC(=O)c3ccc(O)cc3)c[nH]c12	-3	87*	0.9	0.1	3
4	Cc1cc2nc(C3CCN(CC4COc5ccccc5O4)CC3)[nH]c2cc1C (centres undefined)	-3	41	-0.3	-1.0	-1
5	O=C(Nc1cccc([N+](=O)[O-])c1)c1ccc(-c2ccccc2)cc1	-19	49	1.2	2.4	-13
6	Cc1ccccc1-c1noc(-c2ccc(Cl)cc2)n1	-17	-32	0.8	0.4	0
7	S=C(NCCCn1ccnc1)NC1CCCCC1	-3	15	0.5	2.3	-1
8	CCOc1ccc(-n2cc(C(=O)N3CCN(C)CC3)c3cc(OC)c(OC)cc3c2=O)cc1	-12	1	1.7	-0.5	1
9	CN(CC(=O)Nc1ccc([N+](=O)[O-])cc1Br)Cc1c(F)cccc1Cl	-18	10	1.1	1.1	0
10	Cc1cccc(NC(=S)NC2CCCCC2)n1	1	26	0.2	-2.6	40
11	Cc1ccc(S(=O)(=O)C2(C(=O)NCc3ccc4c(c3)OCO4)CC2)cc1	-23	23	-0.4	-1.3	-2
12	CCOC(=O)c1c(C)[nH]c(C(=O)COC(=O)c2oc3ccccc3c2C)c1C	3	68	0.6	-0.4	-5
13	COc1cccc2cc(C(=O)N3CCc4ccccc43)c(=O)oc12	-5	17	0.9	1.5	0
14	N#Cc1ccc(-c2ccc(OCC(O)Cn3nnc4ccccc43)cc2)cc1 (centres undefined)	2	44	2.7	4.4	-5
15	Cc1cccc(-n2ncc3c(N(C)Cc4ccccc4)ncnc32)c1	-9	-24	/	/	-7

entry	TNF death inh	Mdm2 ligase inh	NCF1 inh	PPC-1+TRAIL kill
1	0.6	-6	1	2
2	0.1	2	-11	-15
3	7.4	1	-39	-9
4	3.9	-10	-21	1
5	1.5	9	-23	-5
6	-1.8	-32	-7	-16
7	1.5	1	-3	13
8	0.9	-15	-11	1
9	-1.6	-12	-6	-10
10	-1.0	-9	/	-7
11	0.8	-11	6	-4
12	-0.9	-1	1	28
13	-0.8	-18	-11	11
14	-3.0	-10	-18	/
15	2.1	-15	4	28

Arranged by molar mass (low to high): some entries from above.
entry	smiles	EBV gp42 block	CHOP inh	TRPML3 agonist	TRPN1 ag	Runt-SMMHC FRET
3	CCc1cccc2c(C(=O)COC(=O)c3ccc(O)cc3)c[nH]c12	-3	87*	0.9	0.1	3
9	CN(CC(=O)Nc1ccc([N+](=O)[O-])cc1Br)Cc1c(F)cccc1Cl	-18	10	1.1	1.1	0
8	CCOc1ccc(-n2cc(C(=O)N3CCN(C)CC3)c3cc(OC)c(OC)cc3c2=O)cc1	-12	1	1.7	-0.5	1

entry	TNF death inh	Mdm2 ligase inh	NCF1 inh	PPC-1+TRAIL kill
3	7.4	1	-39	-9
9	-1.6	-12	-6	-10
8	0.9	-15	-11	1

The listing continues.
entry	smiles	EBV gp42 block	CHOP inh	TRPML3 agonist	TRPN1 ag	Runt-SMMHC FRET
16	Cc1cc(C)c2[nH]c(=O)c(CN(Cc3ccccc3)C(=S)NCCCN(C)C)cc2c1	-14	48	0.7	-1.0	-2
17	CCCCCn1c(SCC2CCCO2)nc2cc(C(=O)N3CCC(C(N)=O)CC3)ccc2c1=O (centres undefined)	-3	-26	0.6	2.9	-4
18	COc1cc2c(cc1NC(=O)c1ccc(C(C)(C)C)cc1)CCCC2	-22	0	0.5	-0.9	-4
19	CC(=O)c1cccc(NC(=O)N2CCCC2C(=O)NCCc2ccccc2)c1 (centres undefined)	-16	9	0.2	2.1	-2
20	CC1C=CCC2C(=O)N(c3ccc(OC(=O)c4cccs4)cc3)C(=O)C12 (centres undefined)	-12	29	1.1	0.5	-1
21	O=C(NCc1ccco1)C(=S)N1CCCCC1	-12	17	-0.9	1.3	3
22	Oc1c(Br)cc(Br)cc1C=Nc1ccc2c(c1)OCO2	-11	40	1.1	-0.2	-60
23	O=C(CSCc1ccc(F)cc1)NCc1ccc(F)cc1	-13	-7	-1.2	-1.3	-2
24	COc1ccc(NC(=S)Nc2cc(C(F)(F)F)ccc2F)cc1	3	22	1.1	1.0	-2
25	Cc1c(OCC(=O)OC(C)(C)C)ccc2c3c(c(=O)oc12)CCC3	-16	36	0.0	-1.4	1
26	Cc1ccc(C)c(S(=O)(=O)N2CCCOC2CNC(=O)C(=O)NCc2cccnc2)c1 (centres undefined)	6	-6	0.8	0.8	-2
27	CC(C)COP(=O)(c1ccc(N(C)C)cc1)C(O)c1ccccc1F (centres undefined)	-2	8	-0.8	-0.9	2
28	COc1cc(NC(=O)Cc2nn(C)c(=O)c3ccccc23)cc(OC)c1	-18	23	2.8	5.6	-2
29	COc1ccc2ccc(=O)oc2c1CC(O)C(C)(C)O (centres undefined)	-34	-15	/	/	1
30	NC(=O)c1cc(C(=O)c2cccc(Cl)c2Cl)c[nH]1	13	18	0.9	0.7	2

entry	TNF death inh	Mdm2 ligase inh	NCF1 inh	PPC-1+TRAIL kill
16	-16	-9	-12	25
17	-5.3	-19	-4	10
18	-4.1	-15	-3	23
19	0.5	-26	-16	12
20	1.7	0	-6	4
21	0.3	-4	-7	2
22	-2.2	-7	-110	1
23	13	-15	-7	5
24	0.5	-13	-9	4
25	-3.9	-22	-6	-20
26	-0.4	-39	0	6
27	-3.0	-18	-3	-7
28	-8.4	-14	-12	8
29	-0.3	-16	-2	-23
30	-1.1	-1	-1	-3

As a short view, part of the list above.
entry	smiles	EBV gp42 block	CHOP inh	TRPML3 agonist	TRPN1 ag	Runt-SMMHC FRET
22	Oc1c(Br)cc(Br)cc1C=Nc1ccc2c(c1)OCO2	-11	40	1.1	-0.2	-60
23	O=C(CSCc1ccc(F)cc1)NCc1ccc(F)cc1	-13	-7	-1.2	-1.3	-2
24	COc1ccc(NC(=S)Nc2cc(C(F)(F)F)ccc2F)cc1	3	22	1.1	1.0	-2

entry	TNF death inh	Mdm2 ligase inh	NCF1 inh	PPC-1+TRAIL kill
22	-2.2	-7	-110	1
23	13	-15	-7	5
24	0.5	-13	-9	4

Next results follow.
entry	smiles	EBV gp42 block	CHOP inh	TRPML3 agonist	TRPN1 ag	Runt-SMMHC FRET
31	COc1ccc(NC2CCN(C3CC(=O)N(c4ccc(F)c(Cl)c4)C3=O)CC2)cc1 (centres undefined)	5	32	0.3	-0.8	8
32	O=C(OC(c1ccccc1)c1nccc2ccccc12)c1cccc([N+](=O)[O-])c1 (centres undefined)	-24	-20	-0.2	-1.9	2
33	CN1CCN(Cc2c(O)ccc3cc(Br)ccc23)CC1	1	-20	1.1	1.1	4
34	Cc1noc(C)c1COc1ccc(C(=O)OCC(=O)Nc2cccc(S(=O)(=O)N3CCOCC3)c2)cc1	-3	-1	0.9	2.8	5
35	CCOC(=O)C1=C(CSc2nc(C)ccc2C#N)OC(N)=C(C#N)C1c1cccc(OC)c1OC (centres undefined)	-20	15	4.4	6.0	8
36	O=C1c2ccccc2OC2(C=Cc3ccccc3O2)N1Cc1ccccc1 (centres undefined)	-6	20	0.4	0.9	-1
37	CSc1cccc(CN2CCC(CO)(Cc3ccccc3)CC2)c1	-7	18	1.2	-0.9	1
38	O=C(NN1C(=O)C2C3C=CC(C4CC34)C2C1=O)c1ccc(Cl)c(Cl)c1 (centres undefined)	-4	-4	0.7	1.4	4
39	O=C(Nc1ccccc1)c1ccc(NCC2CCCO2)c([N+](=O)[O-])c1 (centres undefined)	-13	-10	0.3	6.5	-3
40	COc1cc(/C=C/C(=O)OC2CC3CCC2(C)C3(C)C)ccc1O (centres undefined)	-18	100*	/	/	12
41	CC(Cc1ccccc1)(NC(=O)CN)c1ccccc1 (centres undefined)	-9	-1	1.2	-0.2	1
42	COc1cccc(C(C)NC(=S)NCc2ccc(Cl)cc2)c1 (centres undefined)	-13	-12	2.9	6.2	1
43	COc1ccc(Oc2ccc(/C=C/C(=O)c3cccc(OC)c3)cc2[N+](=O)[O-])cc1	1	-99	1.0	2.4	3
44	O=C(COC(=O)c1ccccc1O)Nc1ncc(Cl)cc1Cl	31	-2	0.4	0.7	-4
45	COC(=O)CCCC1=CC2=C(c3ccccc3)C(=O)C(C)(OC(=O)C3CCCC3)C(=O)C2=CN1CC(C)C (centres undefined)	4	9	/	/	-9

entry	TNF death inh	Mdm2 ligase inh	NCF1 inh	PPC-1+TRAIL kill
31	0.3	4	0	14
32	-1.1	-9	-4	22
33	-7.3	6	7	8
34	0.7	2	-9	19
35	-2.7	9	-43	15
36	-6.0	-10	2	-9
37	4.0	4	8	0
38	1.8	-9	-3	4
39	1.5	-9	-22	12
40	-1.6	-38	-6	2
41	/	/	-4	-12
42	-1.7	-19	-6	0
43	-7.3	12	-26	-6
44	-0.9	-7	-5	0
45	-0.5	6	-10	20

(more compounds)
entry	smiles	EBV gp42 block	CHOP inh	TRPML3 agonist	TRPN1 ag	Runt-SMMHC FRET
46	CC(C)C(NS(=O)(=O)c1ccc2c3c(cccc13)C(=O)N2)C(=O)O (centres undefined)	/	/	0.1	1.0	3
47	CCn1c(/C=C/c2ccccc2C)nc2ccccc2c1=O	-1	27	-1.4	-1.0	0
48	Cc1ccc(NC(=O)Cn2nc(C)c3ccccc3c2=O)cc1	2	6	-0.2	0.3	-1
49	CCOCC(=O)Nc1ccc(S(=O)(=O)N2CCOCC2)cc1	-12	41	-0.2	2.8	6
50	COc1cc(/C=N/O)cc(Br)c1OCc1ccc(Cl)cc1	-15	28	0.4	-0.7	3
51	O=C1CN(C(=O)c2ccccc2)c2ccccc2N1	-10	-36	0.9	-0.6	-4

entry	TNF death inh	Mdm2 ligase inh	NCF1 inh	PPC-1+TRAIL kill
46	0.5	/	/	-3
47	-1.7	-18	9	-9
48	0.3	-13	-3	12
49	3.8	-10	-2	-12
50	-7.6	-5	-12	8
51	-1.2	4	-10	19
